High-throughput results as filed in PubChem BioAssay.
AmpC no deterg – inhibitors of E. coli AmpC beta-lactamase without detergent | AmpC nitrocefin hydrolysis, absorbance 480 nm, 0.0001% Triton | Potency, µM (series often up to 57.1 µM), inactives show at the top dose activity change, negative = inhibition, actives largely listed as inhibitors | actives 0.52% (n = 330,000);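 note: potency is the fitted concentration of half-maximal effect; plate controls were no compound for no effect and no enzyme for full effect; nearly all actives have a fitted effect of over 20% in size; some results filed as inactive show a strong effect at the top dose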
Target sequence (P00811 whole entry, looked up): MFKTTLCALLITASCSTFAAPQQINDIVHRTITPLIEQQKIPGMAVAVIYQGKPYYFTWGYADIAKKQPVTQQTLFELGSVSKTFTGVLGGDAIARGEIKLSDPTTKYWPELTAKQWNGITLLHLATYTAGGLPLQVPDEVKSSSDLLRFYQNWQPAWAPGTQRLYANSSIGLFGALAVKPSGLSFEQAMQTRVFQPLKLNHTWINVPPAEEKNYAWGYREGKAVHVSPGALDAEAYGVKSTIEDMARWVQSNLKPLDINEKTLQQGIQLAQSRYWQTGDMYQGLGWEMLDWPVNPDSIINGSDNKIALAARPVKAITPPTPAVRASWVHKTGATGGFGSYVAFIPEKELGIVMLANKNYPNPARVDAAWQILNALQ
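20 mM phosphate pH 7.0 + 0.01% (detergent screen) or 0.0001% Triton X-100; 5.3 nM AmpC reagent; cpd preinc 15 min RT; nitrocefin (800 uM stock) to start; A480 q20 s × 4 min; Activity was normalised to no-enzyme and no-compound control wells.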
Tb PYK inh – blocks Trypanosoma brucei pyruvate kinase; TbPYK enzyme, Kinase-Glo Plus ATP luminescence, 45 min; actives 0.12% (n = 410,000); Q57TT1; Potency, µM (highest dose often 76.8 µM), for inactives: top-dose activity, negative = inhibition, most hits filed as inhibitors; note: potency is the fitted concentration of half-maximal effect; nearly all actives have a fitted effect of over 50% in size
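Assay buffer: 50 mM TEA pH 7.2, 100 mM KCl, 10 mM MgCl2, 0.05% BSA, 0.01% Tween-20. Pyruvate kinase from T. brucei plus substrate met compound, then ADP (130 uM final). Luminescence was read post 45 min RT.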
HCMV inh – blocks human cytomegalovirus replication. HFF cells, HCMV-luciferase reporter, 72 h; active compounds read low. activity change, negative = inhibition, % at 57.5 µM. actives 4.5% (n = 410,000); in the data active = activity change below about -60%; inconclusive = no clear call, values can overlap the other calls; inactive = above about -39%
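Steps: HFFs plated, 16 h 37C; compounds added; HCMV-luciferase added to MOI 1 PFU/cell; 72 h 37C; OneGlo reagent, 5 min room temperature; luminescence read, normalized to controls.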
AMA1 RON2 block – AMA1-RON2 (P. falciparum) interaction inhibition. actives 0.2% (n = 360,000). AlphaScreen AMA1-biotinylated RON2 peptide binding. Potency, µM (highest dose often 58.2 µM), for inactives: at the top dose activity change, negative = inhibition, usual class: inhibitors. AID 720542;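 note: potency is the fitted concentration of half-maximal effect; 0% = vehicle wells and -100% = peptide control; nearly all actives have a fitted effect of over 45% in size; some results filed as inactive show a strong effect at the top dose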
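AMA1 (3D7) with his tag at 25 nM final met compounds first, then biotinylated RON2 peptide at 25 nM; detection used donor plus acceptor beads, 10 µg/mL apiece, read by AlphaScreen after 30 min at room temperature.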
LmPK inhibitor – LmPK (Leishmania mexicana) enzyme inhibition; Q27686; purified LmPK, Kinase-Glo ATP luminescence, 1 h; Potency, µM (top dose mostly 57.5 µM), for inactives: at the top dose activity change, negative = inhibition, hits mostly inhibitors; actives 0.37% (n = 290,000); AID 1721; note: potency is the fitted concentration of half-maximal effect
Target sequence (Q27686 whole entry, looked up): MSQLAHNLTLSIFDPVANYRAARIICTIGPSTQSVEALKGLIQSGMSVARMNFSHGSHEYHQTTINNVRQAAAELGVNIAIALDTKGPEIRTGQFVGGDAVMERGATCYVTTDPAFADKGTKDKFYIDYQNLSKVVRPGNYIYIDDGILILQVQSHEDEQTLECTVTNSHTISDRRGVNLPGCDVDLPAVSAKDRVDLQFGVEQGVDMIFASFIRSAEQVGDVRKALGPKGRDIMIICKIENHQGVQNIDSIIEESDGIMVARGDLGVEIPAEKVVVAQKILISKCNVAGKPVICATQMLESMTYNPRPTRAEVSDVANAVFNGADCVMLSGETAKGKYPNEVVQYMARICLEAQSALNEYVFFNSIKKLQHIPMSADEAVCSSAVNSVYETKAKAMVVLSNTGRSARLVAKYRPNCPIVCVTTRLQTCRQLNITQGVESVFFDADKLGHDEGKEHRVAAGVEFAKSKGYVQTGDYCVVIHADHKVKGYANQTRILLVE
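Kinase-Glo luminescence read after 1 h RT reaction of 0.1 nM LmPK with 0.5 mM PEP and 0.1 mM ADP. Activity scaled between uninhibited and enzyme-free controls.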
HCV inhibitor – HCV inhibition; Huh7.5.1 HCVcc-Cre infection, luciferase reporter, 44 h; AID 651820; actives 3.4% (n = 340,000); Potency, µM (top dose mostly 41.8 µM), inactives show at the top dose activity change, negative = inhibition, hits mostly inhibitors; note: potency is the fitted concentration of half-maximal effect
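Infectious HCV cell culture screen: compound-treated cells (1,000/well, pre-plated 4 h) are infected with HCVcc-Cre at roughly 0.5 moi and grown 44 h. Infection is quantified by luciferase signal after 15 min substrate incubation at room temperature.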
AmpC detergent – blocks E. coli AmpC beta-lactamase in detergent assay; Potency, µM (series often up to 114 µM), without a hit: top-dose activity change, negative = inhibition, most hits filed as inhibitors; AmpC hydrolysis of nitrocefin, absorbance 480 nm, 0.01% Triton; P00811; actives 0.041% (n = 370,000);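 note: potency is the fitted concentration of half-maximal effect; 0% = no-compound wells and -100% = no-enzyme wells; nearly all actives have a fitted effect of over 25% in size; some results filed as inactive show a strong effect at the top dose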
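20 mM phosphate pH 7.0 + 0.01% (detergent screen) or 0.0001% Triton X-100; 5.3 nM AmpC reagent; cpd preinc 15 min RT; nitrocefin (800 uM stock) to start; A480 q20 s × 4 min; Activity was normalised to no-enzyme and no-compound control wells.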
Starred values were filed as active, the others as inactive; ? = inconclusive; / = no result given; [ ] = another dose, or the depositor's remark. Unless noted, calls come from the whole dose curve; as a rule, active = well fitted curve in the direction sought with a large enough effect; inconclusive = small, poorly fitted or top-dose-only effect, or another doubt; inactive = no such curve, though single readings can be large; an effect the other way counts as inactive or inconclusive. Unless noted, % is set by controls: 0 for no effect and ±100 for the full control effect. Random draw from the library, and some 7.5% of all compounds hit somewhere here.

SMILES | AmpC no deterg | Tb PYK inh | HCMV inh | AMA1 RON2 block | LmPK inhibitor | HCV inhibitor | AmpC detergent
CC1CC(O)C(C)CN1 (stereo unspecified) | 2% | -16% | 7 | -10% | 0% | -18% | -9%
C=CCc1cccc2cc(C(=O)NC3CCCC3)c(=O)oc12 | 1% | -4% | -20 | 17% | -4% | -26% | -3%
CCOC(=O)NC(=O)c1cn(Nc2ccccc2)c(=O)[nH]c1=O | -14% | -1% | 31 | 6% | 0% | 20% | -5%
Oc1c(C(c2ccccc2Cl)N2CCCC2)sc2nc(-c3ccco3)nn12 (stereo unspecified) | / | -10% | 15 | / | / | / | 4%
O=C(Cn1c(=O)n(CCc2c[nH]c3ccccc23)c(=O)c2cccnc21)Nc1ccccc1F | -23% | 0% | 37 | -9% | -6% | ? | ?
C=CCN1CC(C(=O)N2CCC(Cc3ccc(Cl)cc3)(C(=O)OCC)CC2)CC1=O (stereo unspecified) | 144%[activator] | -7% | -39 | -8% | 2% | -9% | -1%
O=C(COc1ccccc1F)NC1CC(=O)N(c2ccc3c(c2)OCCO3)C1 (stereo unspecified) | / | 2% | 7 | / | / | / | 2%
O=C(Nc1ccccc1)Nc1cc(Cl)cc(Cl)c1 | -52% | 2% | -91* | 5% | 0% | ? | -7%
O=C(CSc1ncn[nH]1)Nc1nc(-c2cccc([N+](=O)[O-])c2)cs1 | -41% | 1% | ? | 91%[activator] | 3% | ? | 2%
Cc1ccc([C@H]2C[C@@H](n3cc(C4CC4)nn3)[C@H](O)CN2CC2CCCCC2)cc1 | / | 5% | 12 | 5% | / | / | /
COCc1cc(C)nc(SCC(=O)NCc2ccco2)c1C#N | -10% | 4% | -13 | -11% | -1% | -3% | ?
COc1ccccc1C(=O)NC(C)C(c1cccs1)N1CCOCC1 (stereo unspecified) | 2% | -1% | 12 | -4% | 1% | 14% | ?

A run of entries from further up, for reference:
SMILES | AmpC no deterg | Tb PYK inh | HCMV inh | AMA1 RON2 block | LmPK inhibitor | HCV inhibitor | AmpC detergent
C=CCc1cccc2cc(C(=O)NC3CCCC3)c(=O)oc12 | 1% | -4% | -20 | 17% | -4% | -26% | -3%
CCOC(=O)NC(=O)c1cn(Nc2ccccc2)c(=O)[nH]c1=O | -14% | -1% | 31 | 6% | 0% | 20% | -5%
Oc1c(C(c2ccccc2Cl)N2CCCC2)sc2nc(-c3ccco3)nn12 (stereo unspecified) | / | -10% | 15 | / | / | / | 4%
O=C(Cn1c(=O)n(CCc2c[nH]c3ccccc23)c(=O)c2cccnc21)Nc1ccccc1F | -23% | 0% | 37 | -9% | -6% | ? | ?
C=CCN1CC(C(=O)N2CCC(Cc3ccc(Cl)cc3)(C(=O)OCC)CC2)CC1=O (stereo unspecified) | 144%[activator] | -7% | -39 | -8% | 2% | -9% | -1%
O=C(COc1ccccc1F)NC1CC(=O)N(c2ccc3c(c2)OCCO3)C1 (stereo unspecified) | / | 2% | 7 | / | / | / | 2%
O=C(Nc1ccccc1)Nc1cc(Cl)cc(Cl)c1 | -52% | 2% | -91* | 5% | 0% | ? | -7%
O=C(CSc1ncn[nH]1)Nc1nc(-c2cccc([N+](=O)[O-])c2)cs1 | -41% | 1% | ? | 91%[activator] | 3% | ? | 2%
Cc1ccc([C@H]2C[C@@H](n3cc(C4CC4)nn3)[C@H](O)CN2CC2CCCCC2)cc1 | / | 5% | 12 | 5% | / | / | /
COCc1cc(C)nc(SCC(=O)NCc2ccco2)c1C#N | -10% | 4% | -13 | -11% | -1% | -3% | ?
COc1ccccc1C(=O)NC(C)C(c1cccs1)N1CCOCC1 (stereo unspecified) | 2% | -1% | 12 | -4% | 1% | 14% | ?

Other results:
SMILES | AmpC no deterg | Tb PYK inh | HCMV inh | AMA1 RON2 block | LmPK inhibitor | HCV inhibitor | AmpC detergent
Cc1nnc(SCc2ccccc2)n(N)c1=O | -16% | 2% | -15 | 23% | -4% | 9% | ?
Cc1cccc(-c2nc(CSCC(=O)N3CCN(c4ccccc4)CC3)c(C)o2)c1 | / | 3% | -23 | / | / | / | -14%
CC(=O)/C(=C/c1ccc(N(C)C)cc1)C(=O)c1ccccc1 | -18% | 5% | -22 | -13% | -1% | -17% | -8%
Cc1ccc([N+](=O)[O-])cc1NC(=O)c1ccoc1C | -19% | -12% | -29 | 4% | -3% | -2% | -8%
CC1(C)CC(=O)C(C=NCC2CCCO2)=C(O)C1 (stereo unspecified) | -15% | -10% | 6 | -2% | -8% | 2% | 2%
O=C(COc1ccccc1Br)c1ccc(O)cc1O | -44% | 3% | 12 | -4% | -1% | 4% | -15%
CC(C)(Oc1ccc(Cl)cc1)C(=O)Nc1ccc2oc(=O)ccc2c1 | -8% | 4% | -66* | -4% | -2% | / | -2%
CC(C)C[C@H]1CNC(=S)N1CC1CCCN1C[C@H](CC(C)C)N1C[C@H](Cc2ccc(O)cc2)N(CC2CCCCC2)C1=S (stereo partly specified) | / | 3% | -98* | 10% | / | 10µM* | /
O=C(CN1C(=O)CCSc2ccccc21)Nc1ccc(C(F)(F)F)cc1 | / | -8% | -4 | / | / | / | -2%
CCCNc1ncccc1C(N)=O | -6% | 1% | -16 | 18% | 1% | 6% | -10%
CC(C)CCSc1cc(NCCO)c([N+](=O)[O-])c2nonc12 | 22% | 31% | ? | 3% | 1% | ? | ?
CCOC(=O)c1ccc(CNC(=O)c2cc(COc3ccccc3SC)on2)o1 | -35% | 3% | 153 | -3% | 0% | -23% | 3%

Pulled by compound from the entries so far, two records:
SMILES | AmpC no deterg | Tb PYK inh | HCMV inh | AMA1 RON2 block | LmPK inhibitor | HCV inhibitor | AmpC detergent
COCc1cc(C)nc(SCC(=O)NCc2ccco2)c1C#N | -10% | 4% | -13 | -11% | -1% | -3% | ?
O=C(Nc1ccccc1)Nc1cc(Cl)cc(Cl)c1 | -52% | 2% | -91* | 5% | 0% | ? | -7%

(further entries)
SMILES | AmpC no deterg | Tb PYK inh | HCMV inh | AMA1 RON2 block | LmPK inhibitor | HCV inhibitor | AmpC detergent
Cc1ccc(Cl)c2sc(N3CCN(C(=O)C4CC4)CC3)nc12 | / | -3% | -21 | / | / | / | 1%
CN(C)/C=C1\C(=O)N(c2ccc(Cl)cc2)CS1(=O)=O | -28% | -7% | 56 | -3% | -18% | 16% | 5%
Cc1ccc(OCC(=O)NNC(=O)C2CSC3(C)CCC(=O)N23)cc1C (stereo unspecified) | -32% | -4% | -39 | 64%[activator] | / | 29% | -5%
COc1c(C)cc(C(=O)C2CCCN(C(=O)c3ccc4cc[nH]c4c3)C2)cc1C (stereo unspecified) | 31% | -11% | -11 | -24% | 1% | -6% | -1%
CC(/C=N/NC(=O)CSc1ccccn1)=C\c1ccc(C(C)C)cc1 | -23% | 1% | 58 | 7% | 1% | -7% | -5%
Cc1cc(C)c(S(C)(=O)=O)c(Oc2ccccc2C)n1 | -11% | 0% | -1 | -14% | 1% | 22% | -1%
CCNC(=S)N1CCN(S(=O)(=O)c2ccc(C)c(C)c2)CC1 | -15% | 0% | 12 | 4% | -5% | 9% | -8%
O=c1c2cc(Br)ccc2nc(-c2ccccc2)n1O | -7% | 3% | -32 | 74%[activator] | -1% | 14% | -1%
CN1CCN(CCCNC(=O)c2cnn(-c3ccccc3)c2C2CCN(C(=O)OC(C)(C)C)CC2)CC1 | / | -14%[15.4 µM] | 0 | / | / | / | -10%
COc1cccc(C(=O)OCC(=O)N2CCc3ccccc3C2)c1 | 5% | 1% | 3 | -2% | / | 14% | /
COc1cc(C)c(NC(=O)C2CCN(S(=O)(=O)c3cccs3)CC2)cc1OC | -18% | -3% | -32 | 8% | / | 3% | 4%
Cc1ccc(-n2ncc(C#N)c2/N=C/N2CCOCC2)cc1 | 1% | 2% | -8 | 8% | 0% | ? | 1%
Cc1cccc(COC[C@H](Cc2ccccc2)N2CCN(C(=O)c3cc(Cl)cc(Cl)c3)CCC2=O)c1 | / | 6% | 0 | -4% | / | / | /
CCCc1nc2cc(C)c(Br)c(C)n2c1Cc1ccc(OC)cc1C | / | 5% | 5 | -9% | / | / | /
Cc1ccc(C(=O)CCC(=O)Nc2ncccc2C)cc1 | -27% | -8% | 63 | -3% | / | 10% | -12%
COc1cccc(NC(=O)COC(=O)c2c(-c3ccccc3)noc2C)c1 | -34% | -5% | 6 | 3% | -1% | 10% | -1%
CSC1=N/C(=C\C=C\c2cccs2)C(=O)S1 | -18% | -5% | 10 | ? | ? | ? | -1%
O=C(CSc1nc(Nc2ccccc2)nc(N2CCOCC2)n1)Nc1ccc([N+](=O)[O-])cc1 | -22% | -2% | 102 | -8% | 2% | 11µM* | ?
CC(O)(c1cccnc1)c1nc(/C=C/c2ccccc2)cs1 (stereo unspecified) | / | 7% | -83* | 1% | / | / | /
O=C(COC(=O)c1cc[n+]([O-])cc1)Nc1c(Cl)cccc1C(F)(F)F | ? | 0% | -29 | 20% | / | 9% | ?
O=C(O)CN1C(=O)Nc2ccc(Br)cc2C1c1ccccc1 (stereo unspecified) | -11% | 8% | 57 | -4% | 9% | ? | 3%
Cn1c(=O)c2c(nc(N/N=C3\CCCc4ccccc43)n2Cc2ccc(F)cc2)n(C)c1=O | -16% | 12% | 54 | 23% | 2% | 8% | ?
N#CC1(NC(=O)CSc2nncn2-c2ccccc2F)CCCC1 | -19% | 0% | -8 | -2% | / | 7% | -7%
CCn1c(COc2cccc(OC)c2)nnc1SCC(=O)NCC1CCCO1 (stereo unspecified) | 39% | -8% | 40 | 13% | -4% | 2% | -7%
O=S(=O)(c1ccc2[nH]c3c(c2c1)CCCC3)N1CCCCC1 | -50% | -4% | 1 | -13% | -10% | ? | -1%
CCc1cccc(CC)c1NC(=O)C(CC)n1nc(C)n2c(cc3cc(C)ccc32)c1=O (stereo unspecified) | / | -1% | -1 | / | / | / | 13%
NC(=O)CC(NC(=O)OCc1ccccc1)C(=O)O (stereo unspecified) | -10% | -7% | 22 | 8% | 0% | 27% | -12%
O=C(OCC#CCSc1nc2ccccc2o1)c1ccco1 | -29% | 2% | 5 | 1% | 0% | 0% | -7%
CCc1ccc2ncc3c(-c4ccc(C)cc4)nn(CC(=O)NCc4ccccc4)c3c2c1 | / | -4% | -7 | / | / | / | 0%
Cc1ccc(/C=C2\C(=O)NC(=O)N(CC3CCCO3)C2=O)s1 (stereo unspecified) | -37% | -13% | 135 | -2% | 2% | 11% | 0%
COc1cc(/C=N/NC(=S)Nc2cccc(C(=O)O)c2)ccc1O | -9% | -17% | -27 | 95%[activator] | 0% | 2% | ?
Cc1ccccc1Cn1c(CN2CCC(C(=O)NCCc3ccccc3)CC2)cc2ccccc21 | / | 1% | 7 | / | / | / | -6%
